APJ antag – antagonists of human APJ apelin receptor; P35414; inhibition, % at 20 µM; hit rate 0.32% among 330,000; CHO-K1 APJ beta-arrestin complementation, luminescence;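 active means inhibition above about 40% at 20 µM, limit read from the data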;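 further: cells challenged with 10 nM apelin-13 agonist together with compound; plate controls were apelin-13 plus DMSO wells for no effect and DMSO wells lacking apelin-13 for full effect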
Target sequence (P35414 whole entry, looked up): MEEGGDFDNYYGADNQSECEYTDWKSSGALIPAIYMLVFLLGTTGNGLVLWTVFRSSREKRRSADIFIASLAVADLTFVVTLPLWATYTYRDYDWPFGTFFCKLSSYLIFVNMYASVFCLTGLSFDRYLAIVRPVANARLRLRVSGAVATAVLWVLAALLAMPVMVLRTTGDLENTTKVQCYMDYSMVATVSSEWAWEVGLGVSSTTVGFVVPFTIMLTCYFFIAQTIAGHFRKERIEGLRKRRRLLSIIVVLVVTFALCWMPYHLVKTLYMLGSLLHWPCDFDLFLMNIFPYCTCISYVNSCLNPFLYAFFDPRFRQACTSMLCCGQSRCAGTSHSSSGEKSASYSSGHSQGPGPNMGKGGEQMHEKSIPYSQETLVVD
Mdm2 MdmX PPI – human Mdm2/MdmX binding inhibition. O15151+Q00987. SaOS-2 split-luciferase Mdm2/MdmX complementation, luminescence. inhibition, % at 8 µM. hit rate 3% among 330,000;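 active means inhibition of at least 50% at 8 µM in the primary screen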
CHOP UPR activ – activators of apoptotic arm of unfolded protein response (CHOP); AID 449763; CHO-CHOP luciferase reporter, UPR activation, luminescence; percent of tunicamycin response over DMSO baseline; hit rate 0.34% among 330,000; activation, % at 10 µM;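 active means at 10 µM dose, activation of 40% or more, normalized to positive control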;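 further: 100% = tunicamycin at 10 µg/mL and 0% = DMSO alone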
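System: CHO-CHOP luciferase reporter cell line; amount: 500 cells/well; buffer or medium: F12 medium containing 10% fetal bovine serum; incubation: 6 h compound exposure at 37 °C after overnight seeding; measured by: luciferase luminescence after 10 min with Steady-Glo reagent; evaluation: % reporter activation, DMSO baseline versus tunicamycin full activation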
Jurkat NFkB inh – inhibitors of the PMA/ionomycin-induced NF-kB reporter in Jurkat cells; PMA/ionomycin-induced NF-kB luciferase reporter, luminescence; inhibition, % at 4 µM; hit rate 0.53% among 330,000; in the data active means inhibition above about 50%
UPR XBP1 act – adaptive UPR (XBP1) activation. CHO-XBP1 luciferase reporter, IRE1-XBP1 UPR activation, luminescence; percent of tunicamycin response, DMSO as zero. activation, % at 20 µM. hit rate 0.33% among 330,000. AID 463104;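 active means versus positive control, 20 µM dose yields 30% or more activation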;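 further: 100% = tunicamycin at 10 µg/mL and 0% = DMSO only wells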
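Assay system: IRE1-XBP1 luciferase reporter CHO line. Input: 1000 cells/well. Buffer or medium: F12 with 10% serum. Doses: 20 µM, 1% DMSO. Times: overnight seeding at 37 °C, 6 h compound treatment at 37 °C. Technique: Steady-Glo luciferase glow luminescence, 10 min after reagent addition.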
tim23-1 inh – tim23-1 yeast growth inhibition; S. cerevisiae tim23-1 growth, BacTiter-Glo luminescence, 24 h; inhibition, % at 20 µM; hit rate 1.3% among 330,000; AID 463212;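 active means growth inhibition of the mutant yeast at or above 50%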;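 further: temperature-sensitive mutant grown at 25 °C; plate controls were DMSO-treated mutant yeast for no effect and medium wells lacking yeast for full effect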
APJ agonist – APJ receptor agonism; P35414; CHO-K1 APJ PathHunter beta-arrestin, luminescence; 0% DMSO wells, 100% apelin; activation, % at 20 µM; hit rate 0.11% among 330,000; AID 2520;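 active means activation more than six SD over the plate average, tested at 20 µM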;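 further: 0% = DMSO alone and 100% = apelin-13 at 10 nM; some results filed as inactive read as strong as hits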
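Assay system – PathHunter CHO-K1 APJ (AGTRL-1) beta-arrestin reporter cells · Compound – one dose, 20 µM compound, 1% DMSO · Timing – compound 90 min 25 °C, reagent 1 h · Measured by – luminescence from split beta-galactosidase complementation, Galacton Star/Emerald II substrate · Measure – beta-arrestin recruitment to APJ as agonist activity, luminescent signal · Benchmarks – DMSO vs Apelin-13 10 nM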
697 NFkB inh – lowers PMA/ionomycin-induced NF-kB signal in 697 B cells | hit rate 0.33% among 330,000 | 697 B-cell NF-kB luciferase reporter, 16 h | inhibition, % at 4 µM; in the data active means inhibition above about 35%
Active calls of the source: *.

SMILES | APJ antag | Mdm2 MdmX PPI | CHOP UPR activ | Jurkat NFkB inh | UPR XBP1 act | tim23-1 inh | APJ agonist | 697 NFkB inh
CC(C)CC(NC(=O)OC(C)(C)C)C(=O)O (configuration not stated) | -20 | -6 | -1.3 | 3 | -1 | 2 | -4 | 1
O=C(CN1C(=O)C(=O)c2ccccc21)c1ccccc1 | 13 | 15 | 3.2 | 16 | -4 | 17 | -3 | 6
O=C(c1ccccc1)N1CCN(C(=O)c2ccc([N+](=O)[O-])cc2)CC1 | 7 | -20 | -2.9 | 3 | -3 | -4 | -2 | 6
Cc1cc(Nc2ccc(C(=O)O)cc2)nc(N)n1 | -7 | -11 | 2.0 | -7 | -1 | 16 | 3 | -5
COc1ccccc1NC(=O)C(C)Sc1nc(-c2ccccc2)cn1N (configuration not stated) | 2 | -20 | -1.4 | -1 | -3 | 26 | -2 | 2
O=C(Cn1cc(C(=O)C(F)(F)F)c2ccccc21)NCc1ccco1 | 1 | 10 | 4.4 | 4 | 0 | 5 | 1 | 6
O=C(Nc1nc(-c2ccccc2)ns1)c1cccs1 | -12 | -44 | 6.3 | -29 | 4 | 49 | -3 | -22
Fc1ccccc1N1CCN(CCCc2ccccc2)CC1 | 4 | 16 | 3.8 | 3 | -4 | 2 | 0 | 12
O=C(CN1C(=O)c2ccccc2S1(=O)=O)NC1CCCCCC1 | -14 | 39 | -1.5 | -8 | -3 | 6 | 2 | 9
COc1cccc(NC(=O)CN2C(=O)C(=O)N(C3CCCC3)C2=O)c1 | -8 | 15 | -1.0 | -2 | -1 | 2 | 1 | 7
CC(Sc1nc(N2CCOCC2)c2c(c1C#N)CC(C)(C)OC2)C(=O)O (configuration not stated) | 17 | 21 | -0.3 | -5 | -3 | -2 | -2 | -4
COc1cc(C)c(NC(=S)NCCCN2CCOCC2)cc1OC | 1 | -1 | -0.5 | 0 | 4 | 7 | -2 | 5
CCOC(=O)c1ccc(NC(=O)c2c(N)n(C)c(=O)n(C)c2=O)cc1 | 5 | 85* | 3.3 | -26 | 9 | -13 | 2 | -10
COc1ccc(C(=O)Nc2ccc(-c3n[nH]c(=S)o3)cc2)cc1OC | 11 | -20 | -0.2 | -14 | 5 | 21 | -4 | -5
CSc1nc(SCC(=O)NCC2CCCO2)c2c3c(sc2n1)CN(C)CC3 (configuration not stated) | 2 | -8 | -0.7 | -16 | 1 | 3 | 0 | 5
O=C(OCCN1C(=O)c2ccccc2C1=O)C1CC(O)CN1S(=O)(=O)c1ccc(Cl)cc1 (configuration not stated) | 8 | 9 | 1.3 | 3 | 0 | -10 | -2 | 23
Cc1cc(C)c2nc(-c3ccccn3)cc(C(=O)NCCc3ccc(S(N)(=O)=O)cc3)c2c1 | 6 | 44 | -2.2 | 4 | -3 | -11 | -1 | 12
NC(=O)c1ccsc1NC(=O)COC(=O)c1ccccn1 | -9 | 25 | 0.9 | -3 | -1 | 11 | 2 | 18
CCCCS(=O)CC(O)COc1ccc(C(C)(C)C)cc1 (configuration not stated) | -12 | 4 | 1.1 | -4 | -1 | 18 | -1 | -20
COc1ccc(C(=O)N(C)Cc2ccc(C)o2)cc1OC1CCN(C(C)C)CC1 | -8 | -5 | 0.1 | -3 | -3 | -2 | -7 | 11
COc1cccc(-n2c(=O)c3ccccc3n3c(=S)[nH]nc23)c1 | 2 | 4 | 2.8 | -3 | 3 | 3 | 0 | 9
COc1ccc(C2=NCCn3c2c2ccc(C(F)(F)F)cc2[n+]3[O-])cc1 | -11 | 4 | 0.6 | -2 | -1 | -10 | -5 | -3
Cc1ccc(C(OCC(O)CNCc2ccc(F)cc2)c2ccccc2)cc1 (configuration not stated) | 13 | 25 | -1.2 | -6 | 3 | 40 | -2 | -4
Cc1ccc(S(=O)(=O)NCCCN2CCOCC2)cc1C | 0 | -24 | -0.5 | -13 | -1 | -22 | -2 | -39
CC(=O)c1ccccc1NC(=O)CC1(CC(=O)O)CCCCC1 | -16 | 11 | 0.6 | 0 | 1 | 0 | -3 | 16

Another view of part of the listing above:
Structure: CCOC(=O)c1ccc(NC(=O)c2c(N)n(C)c(=O)n(C)c2=O)cc1
  APJ antag = 5	Mdm2 MdmX PPI = 85*	CHOP UPR activ = 3.3	Jurkat NFkB inh = -26	UPR XBP1 act = 9	tim23-1 inh = -13	APJ agonist = 2	697 NFkB inh = -10

Structure: COc1ccc(C(=O)Nc2ccc(-c3n[nH]c(=S)o3)cc2)cc1OC
  APJ antag = 11	Mdm2 MdmX PPI = -20	CHOP UPR activ = -0.2	Jurkat NFkB inh = -14	UPR XBP1 act = 5	tim23-1 inh = 21	APJ agonist = -4	697 NFkB inh = -5

Following part.
SMILES | APJ antag | Mdm2 MdmX PPI | CHOP UPR activ | Jurkat NFkB inh | UPR XBP1 act | tim23-1 inh | APJ agonist | 697 NFkB inh
O=C1c2ccccc2S(=O)(=O)N1Cc1cc(=O)n2ccsc2n1 | 11 | -16 | 0.2 | 9 | -2 | -6 | -1 | -9
CCC1(c2ccccc2)NC(=O)N(CC(=O)NNC(=O)c2ccc(F)cc2)C1=O (configuration not stated) | 8 | 2 | 1.1 | 21 | -1 | 5 | 4 | 8
Cc1ccc(-c2nn[nH]n2)cc1Cl | -2 | 18 | -1.1 | 17 | 1 | -7 | -3 | 5
CCN1C(=NCCc2ccccn2)N[C@@H](c2cccc(F)c2)C(C(=O)OC)=C1C | -37 | -21 | -0.8 | 5 | 3 | 5 | -3 | -10
CCCn1c(SCC(=O)Nc2nnc(-c3ccccc3)s2)nnc1-c1ccccn1 | 10 | -10 | 3.2 | 12 | 0 | 32 | -4 | -4
O=C(NCc1ccccc1Cl)c1ccc(Br)o1 | -10 | -21 | 0.6 | 4 | 0 | 15 | 4 | -8
CCOC(=O)N1CCN(C(=O)CSc2ccc(-c3cccc(OC)c3)nn2)CC1 | -4 | -2 | -1.5 | 1 | -2 | -2 | -1 | 21
COc1cccc(-c2noc(CCCC(=O)Nc3ccc(C(N)=O)cc3)n2)c1 | -1 | 14 | 1.2 | 4 | -2 | -12 | -5 | 18
COCCCN1C(=O)C(=O)/C(=C(/O)c2ccc(S(=O)(=O)N3CCOCC3)cc2)C1c1ccc(Cl)cc1 (configuration not stated) | 3 | 9 | 0.4 | 6 | -3 | 3 | -3 | 4
O=C(O)C1C2CC3C(OC(=O)C31)C2Cl (configuration not stated) | 4 | 20 | 1.7 | 4 | 2 | 10 | -1 | 7
COc1cccc(CN(C)CC(=O)NCc2ccc(C)cc2)c1 | -6 | 7 | -1.5 | -14 | 0 | 11 | -1 | 14
Cc1ccc(S(=O)(=O)N[C@H](C(=O)N2CCC3(O)CCCCC3C2)c2ccccc2)cc1 (some centres not stated) | 17 | 4 | -0.5 | -6 | 0 | 6 | 0 | -5
O=c1c2ccc([N+](=O)[O-])cc2ncn1CCOc1cccc(Br)c1 | -29 | 13 | -1.1 | 21 | -2 | 24 | 2 | 13
O=C(Nc1cccc2ncccc12)c1cccnc1 | 11 | -11 | 0.1 | -3 | 1 | 6 | -3 | 15
COc1ccccc1N(CC(=O)NCC1CCCO1)C(=O)CNS(=O)(=O)c1ccc(Cl)cc1 (configuration not stated) | -21 | -9 | -0.4 | -8 | -1 | 12 | -4 | -2
CCC(=O)Nc1nc2nc(-c3ccccc3)cc(=O)n2[nH]1 | -13 | -8 | 0.8 | -5 | 2 | -3 | -3 | 3
CS(=O)(=O)N(CC(=O)Nc1ccccc1C(=O)N1CCOCC1)c1ccc2c(c1)OCO2 | 21 | 9 | -0.1 | 20 | 5 | 10 | 1 | 4
Cc1cccc(NCCNc2cccc(C)c2)c1 | -2 | -28 | 2.9 | 32 | 0 | 23 | -7 | -189
COCCCn1c(C)nnc1SCC(=O)NCc1ccco1 | 11 | 0 | 2.0 | 15 | 1 | 3 | -4 | -13
COc1ccc(C(C)(C)C)cc1NS(=O)(=O)c1cccc2cccnc12 | -14 | -10 | 1.7 | 13 | -4 | 49 | -2 | 0
Cc1nc(NCCc2ccc(F)cc2)c2nnn(Cc3ccccc3)c2n1 | 18 | 37 | 1.2 | -8 | -4 | -8 | -3 | -5
O=C(C[C@H]1C/C=C\C[C@@H](Cc2ccc(F)cc2)C(=O)OC[C@@H]2CCCN2C1=O)NCCO | 2 | -4 | -2.2 | 9 | -2 | 14 | 1 | 5
CCN(CC)S(=O)(=O)c1ccc(N2CCN(c3cccc(OC)c3)CC2)c([N+](=O)[O-])c1 | 16 | 1 | -0.2 | 34 | -1 | 28 | 0 | -22
CN1CCN(CCNC(=O)c2cc3c(=O)n(C)c4ccccc4c3n2C)CC1 | 2 | 21 | -1.5 | -24 | 4 | -6 | 1 | 16
Cc1cc(N2C(=O)NC(=O)CC2C)c(C)cc1C(C)C (configuration not stated) | 31 | -13 | 1.0 | 33 | 2 | 8 | 2 | -53
Remaining list, next part.
SMILES | APJ antag | Mdm2 MdmX PPI | CHOP UPR activ | Jurkat NFkB inh | UPR XBP1 act | tim23-1 inh | APJ agonist | 697 NFkB inh
CCc1cccc(OCCn2ccnc2)c1 | 10 | 20 | 5.0 | 17 | 0 | -9 | -1 | -5
CC1CCCN(CCCNC(=O)CCn2nc(-c3ccccc3)ccc2=O)C1 (configuration not stated) | -16 | 3 | 0.3 | -8 | -2 | -6 | -7 | 6
O=C(c1cc(COc2ccc3ncccc3c2)on1)N1CCC(O)CC1 | 3 | 1 | 1.7 | 12 | 0 | 1 | 0 | -18
Cc1ccccc1C(=O)Nc1nnc(-c2ccc(F)cc2)o1 | -2 | 28 | 0.9 | 7 | 1 | -9 | -3 | -35
O=C(NC1CC2CCCC(C1)N2C(=S)NCCc1ccccc1)C1CC1 (configuration not stated) | 6 | 0 | -1.0 | 2 | 2 | -12 | -2 | 7
COc1ccccc1NC(=O)Cn1cc(C#N)c2ccccc21 | 14 | -11 | -1.5 | 3 | -1 | 8 | -5 | -12
Cc1ccc(-c2ccc(=O)n(CC(=O)NCCCN3CCCCC3C)n2)cc1 (configuration not stated) | -20 | -5 | -1.1 | -4 | 2 | -5 | -3 | -3
CC1=C(C(=O)N2CCOCC2)C(c2cc(C)ccc2C)NC(=S)N1 (configuration not stated) | 0 | 1 | 1.5 | 5 | 0 | -6 | -1 | -5
Nc1nc(SCC(=O)N2CCCC2)[nH]c(=O)c1NC(=O)c1cccs1 | -7 | 0 | -1.2 | -12 | -1 | 6 | -1 | -4
Cc1ccc(-c2cc(C(=O)OCC(=O)N(C)c3c(N)n(Cc4ccccc4)c(=O)[nH]c3=O)c3ccccc3n2)o1 | 23 | 18 | 0.7 | 5 | -4 | 4 | -14 | 27
Cc1noc(C(=O)N2CC3(C)CC2CC(C)(C)C3)c1Cl (configuration not stated) | -56 | 12 | 0.3 | -3 | 1 | 20 | -3 | 5
CCCC/C(O)=C1\C(=O)CC(C)(C)CC1=Nc1ccc(N)cc1 | -12 | 7 | -1.3 | -10 | 1 | 39 | 0 | 6

2 compounds picked at random from those above:
SMILES | APJ antag | Mdm2 MdmX PPI | CHOP UPR activ | Jurkat NFkB inh | UPR XBP1 act | tim23-1 inh | APJ agonist | 697 NFkB inh
CCCn1c(SCC(=O)Nc2nnc(-c3ccccc3)s2)nnc1-c1ccccn1 | 10 | -10 | 3.2 | 12 | 0 | 32 | -4 | -4
Cc1cc(C)c2nc(-c3ccccn3)cc(C(=O)NCCc3ccc(S(N)(=O)=O)cc3)c2c1 | 6 | 44 | -2.2 | 4 | -3 | -11 | -1 | 12

Screens deposited in PubChem by Sanford-Burnham Center for Chemical Genomics.

Random draw from the library; about 5% have a hit in one of these screens.
